Screening results (PubChem)
SR-BI DiI inh = inhibitors of SR-BI mediated HDL lipid uptake, primary screen, ldlA[mSR-BI] cells, fluorescence, single point; 0.96% of 320,000 active; ldlA[mSR-BI] CHO cells, DiI-HDL uptake fluorescence, 3 h; inhibition, % at 12.5 µM; AID 488896, 2010; Scavenger receptor class B member 1 (Mus musculus), Q61009;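 active = mean replicate inhibition of at least 70% and a set share of replicates each scoring 70 or more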;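 also: 0% = median of neutral control wells and 100% = median of positive control wells; values of inactives mirror those of a sister screen read the other way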
Target sequence (Q61009 whole entry, looked up): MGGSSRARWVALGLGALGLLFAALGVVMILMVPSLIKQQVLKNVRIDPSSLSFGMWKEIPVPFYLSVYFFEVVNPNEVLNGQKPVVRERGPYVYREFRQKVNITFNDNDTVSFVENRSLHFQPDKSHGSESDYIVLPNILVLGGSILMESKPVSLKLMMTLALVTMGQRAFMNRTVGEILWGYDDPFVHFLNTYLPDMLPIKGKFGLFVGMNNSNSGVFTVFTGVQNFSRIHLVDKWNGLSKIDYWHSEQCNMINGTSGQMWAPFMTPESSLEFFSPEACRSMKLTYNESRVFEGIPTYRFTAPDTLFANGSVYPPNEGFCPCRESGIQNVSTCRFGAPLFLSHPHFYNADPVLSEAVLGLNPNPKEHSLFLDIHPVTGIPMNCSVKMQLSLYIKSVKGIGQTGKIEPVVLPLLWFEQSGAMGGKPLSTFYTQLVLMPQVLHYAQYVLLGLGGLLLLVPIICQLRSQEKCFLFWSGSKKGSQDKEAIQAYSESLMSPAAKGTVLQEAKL
Wnt act = Wnt/beta-catenin pathway activators, primary screen, cell-based, plate reader, single point; Wnt/beta-catenin reporter cell assay, activator; activation, % at 9.35 µM; 1.2% of 300,000 active; AID 743398, 2014; in the data active = activation above about 30%, passing the limit was not always enough;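 also: 0% = neutral control wells and 100% = positive control wells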
AddAB inh = growth inhibition of E. coli expressing H. pylori AddAB, primary screen, AddAB inhibitor project, absorbance; 0.29% of 330,000 active; inhibition, % at 11.9 µM; in the data active = inhibition above about 12%;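 also: 0% = vehicle wells of infected cells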
Tat export inh = E. coli Tat export inhibitors, primary screen, MC4100, TorA-mCherry reporter, fluorescence, single point | inhibition, % at 10 µM | AID 488895, 2010 | 0.036% of 340,000 active;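 active = mean replicate inhibition at least 50% and at least half of replicates individually reaching 50%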;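 also: exported cargo escapes ClpAP degradation while cytoplasmic cargo is degraded and loses fluorescence; 0% = median of neutral control wells and 100% = median of NaSCN control wells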
Ecoli viability = E. coli V3065 growth inhibition, primary screen, counter-screen for AddAB inhibitor project, absorbance, OD600. inhibition, % at 11.9 µM. 18 h. 0.27% of 330,000 active. AID 449728, 2010;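 active = inhibition above the campaign's mean inhibition across all tested compounds plus 3 SD, cut at about 9.9% in these data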;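 also: uninfected addAB+ strain grown without phage in ampicillin broth; 0% = DMSO wells and 100% = ciprofloxacin 0.95 µg/ml wells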
MITF act = activators of MITF-driven TRPM1 promoter reporter, primary screen, cell-based, SK-MEL-5, luciferase, single point. 0.75% of 300,000 active. AID 588334, 2011. activation, % at 12.5 µM. SK-MEL-5 TRPM1-promoter luciferase, 24 h; % of positive control, neutral wells = 0;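 active = mean activation of at least 80% with every replicate also reaching 80%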;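 also: 0% = neutral control wells and 100% = parthenolide positive control wells; values of inactives mirror those of a sister screen read the other way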
SR-BI uptake up = activators of SR-BI mediated DiI-HDL uptake, primary screen, ldlA[mSR-BI] CHO cells, DiI fluorescence; 0.096% of 320,000 active; activation, % at 12.5 µM; AID 504775, 2011; 3 h; 100 = double the neutral-control signal;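 active = mean replicate activation of at least 60% and every replicate at or above 60%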;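 also: 0% = median plate neutral-control signal and 100% = twice that signal; values of inactives mirror those of a sister screen read the other way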
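system = CHO ldlA[mSR-BI] cells, LDL receptor-null, SR-BI overexpressing | medium = Ham's F12 with 0.5% BSA, HEPES 25 mM, pH 7.4 | probe or stimulus = DiI-HDL 10 µg/mL | compound dosing = single-point compound dose | incubation = compound exposure 3 h, 37 °C | technique = DiI fluorescence, bottom read | read-out = cell-associated DiI fluorescence as measure of HDL uptake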
CAL PDZ FP-1 = untagged CAL PDZ binding inhibitors, primary screen, biochemical, fluorescence polarization, HTS; Golgi-associated PDZ and coiled-coil motif-containing protein (Homo sapiens), Q9HD26; purified CAL PDZ, TMR-peptide fluorescence polarization, 1 h; inhibition, % at 24.9 µM; 0.92% of 300,000 active; AID 602252, 2012;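 active = mean inhibition of at least 30% with at least half of replicates also reaching 30%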;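 also: 0% = DMSO neutral control and 100% = excess unlabeled competitor peptide PRC23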
phage Ecoli inh = growth loss of phage-infected E. coli, primary screen, RecBCD inhibitor project, absorbance, with phage, HTS | inhibition, % at 11.9 µM | AID 651602, 2012 | 0.26% of 360,000 active; in the data active = inhibition above about 11%
CAL PDZ FP-2 = CAL PDZ peptide-binding inhibitors, primary screen, biochemical, fluorescence polarization, Cer-tagged CAL PDZ, HTS. Golgi-associated PDZ and coiled-coil motif-containing protein (Homo sapiens), Q9HD26. purified CAL PDZ, TMR-peptide fluorescence polarization, 1 h. inhibition, % at 20 µM. 0.02% of 330,000 active. AID 504414, 2011;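 active = highest replicate inhibition of at least 40%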;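 also: plate controls were DMSO neutral control wells for no effect and unlabeled competitor peptide control wells for full effect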
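material = purified tagged CAL PDZ domain construct (CerCALP) | buffer or medium = sodium phosphate/NaCl buffer pH 7.4 with TCEP, IgG, Thesit | reagent = TMR-labelled reporter peptide T*-PRC34 bound in PDZ groove | incubation = 1 h room-temperature incubation prior to read | measured by = fluorescence polarization (mP) | evaluation = percent inhibition from loss of millipolarization | control set = unlabelled peptide and DMSO controls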
* = called active by the depositor; · = no result given.

SMILES	SR-BI DiI inh	Wnt act	AddAB inh	Tat export inh	Ecoli viability	MITF act	SR-BI uptake up	CAL PDZ FP-1	phage Ecoli inh	CAL PDZ FP-2
O=C(O)c1ccc(Nc2ccc(F)c(F)c2)c([N+](=O)[O-])c1	-9	0	-0.6	1	1.1	-11	9	-9	-0.8	-0.2
Cc1cc(=O)oc(C)c1C(=O)NCCC1=CCCCC1	-7	·	0.5	0	-0.9	·	7	3	0.7	0.3
Cc1ccc2cc(CCNC(=O)c3c(-c4ccccc4Cl)noc3C)c(=O)[nH]c2c1	·	0	-0.6	9	0.1	-7	·	·	0.5	-1.5
Cc1cc(=O)oc2cc(OCc3ccc(C(=O)OCC(=O)N(C)C4CCS(=O)(=O)C4)cc3)ccc12 (centres undefined)	49	15	-0.4	0	-1.6	18	-49	-10	1.9	0.3
Cc1ccc2c(=O)cc(C(=O)NC3CCS(=O)(=O)C3)oc2c1 (centres undefined)	4	1	2.3	6	-2.9	-2	-4	-2	0.5	-1.9
CSCC[C@H](NC(=O)c1ccco1)c1nnc2ccccn12	-18	-2	1.4	1	-0.1	-4	18	-4	0.9	-2.7
C=CCN1C(=O)c2ccc(C(=O)N3CCN(S(=O)(=O)c4ccccc4Br)CC3)cc2C1=O	0	-3	-0.5	-1	-0.4	-6	0	-4	0.9	-1.7
N#Cc1ccc(OCC(=O)OCC(=O)c2ccccc2)cc1	-6	9	0.2	1	1.1	24	6	-6	0.6	-4.5
Cc1cc(OCC(=O)NCCN2CCOCC2)c2c(C)c(C)c(=O)oc2c1	3	1	0.9	6	-0.4	5	-3	-2	1.4	-3.4
CCC(Sc1nc(C)cc(=O)[nH]1)C(=O)Nc1nnc(C)s1 (centres undefined)	-13	-2	0.6	-1	0.0	·	13	10	2.1	-0.2

Profiles as entered above.
Cc1cc(=O)oc(C)c1C(=O)NCCC1=CCCCC1 as listed: SR-BI DiI inh = -7; Wnt act = ·; AddAB inh = 0.5; Tat export inh = 0; Ecoli viability = -0.9; MITF act = ·; SR-BI uptake up = 7; CAL PDZ FP-1 = 3; phage Ecoli inh = 0.7; CAL PDZ FP-2 = 0.3
C=CCN1C(=O)c2ccc(C(=O)N3CCN(S(=O)(=O)c4ccccc4Br)CC3)cc2C1=O as listed: SR-BI DiI inh = 0; Wnt act = -3; AddAB inh = -0.5; Tat export inh = -1; Ecoli viability = -0.4; MITF act = -6; SR-BI uptake up = 0; CAL PDZ FP-1 = -4; phage Ecoli inh = 0.9; CAL PDZ FP-2 = -1.7

New compounds follow.
SMILES	SR-BI DiI inh	Wnt act	AddAB inh	Tat export inh	Ecoli viability	MITF act	SR-BI uptake up	CAL PDZ FP-1	phage Ecoli inh	CAL PDZ FP-2
COCCn1nnnc1CN1C2CCCC1CC(NC(C)=O)C2 (centres undefined)	-10	-5	1.3	-2	-2.5	-16	10	-4	2.0	-0.6
COc1ccc(OC)c(CCNC(=O)Cn2nc(C)c3c(C)n(-c4ccc(C)cc4)nc3c2=O)c1	43	-6	-0.6	0	0.8	-46	-43	-19	3.3	-1.0
O=C1CCCC(O)=C1C1C2=C(CCCC2=O)Oc2ccccc21 (centres undefined)	16	·	3.4	-1	1.3	-10	-16	0	3.4	-0.4
CN(C)c1ccc(C=NNC(=S)Nc2ccc(F)cc2)cc1	-5	8	·	5	·	62	5	-7	0.8	1.2
COc1ccc(C(c2c(N)[nH]c(=S)[nH]c2=O)c2c(N)[nH]c(=S)[nH]c2=O)cc1	2	-1	-0.2	2	0.4	-5	-2	1	-0.7	-1.6
CCCn1c2c(c(O)c(C(=O)Nc3ncccc3O)c1=O)CCCC2	-17	0	4.6	0	2.0	-15	17	-1	3.1	·
Cc1ccc(F)c(N=Cc2c(O)c3ccccc3oc2=O)c1	-2	-1	3.9	5	1.2	4	2	·	1.0	-0.9
Cc1ccc(NC(=O)c2ccc(NCCc3ccccc3)c([N+](=O)[O-])c2)cc1F	68	-6	3.5	2	-1.6	-19	-68	-6	2.9	0.9
O=C(COc1ccccc1)Nc1ccc2c(c1)Cc1cc(NC(=O)COc3ccccc3)ccc1-2	18	·	3.2	-3	-0.7	-12	-18	-1	2.0	-3.3
CCN1CCCC1CNC(=O)C(=O)Nc1cccc(OC)c1 (centres undefined)	-1	0	0.4	0	0.2	9	1	-1	4.0	-0.2
Cc1ccc(C2=NN(C(=O)CSc3nc4ncc(Cl)cc4[nH]3)C(c3ccco3)C2)cc1 (centres undefined)	-23	-2	-1.2	1	-2.7	-13	23	0	-0.5	-1.6
COc1ccc(NS(=O)(=O)c2cc(NC(=O)c3ccco3)ccc2N2CCCCC2)cc1	19	·	3.0	-9	0.3	-8	-19	-4	3.0	-2.2
Cc1nn(C)c(C)c1NC(=O)CC12CC3CC(CC(C3)C1)C2	-35	11	3.8	3	2.1	10	35	-6	4.7	-2.6
O=c1[nH]c(-c2ccccn2)nc(C(F)(F)F)c1Br	-2	0	8.2	12	1.2	-16	2	1	3.2	0.1
O=C(N/N=C/c1ccco1)c1ccc(Br)o1	9	-4	-0.3	12	-1.9	0	-9	-3	1.1	-1.3

An excerpt of these results, as comma-separated lines:
Molecule,SR-BI DiI inh,Wnt act,AddAB inh,Tat export inh,Ecoli viability,MITF act,SR-BI uptake up,CAL PDZ FP-1,phage Ecoli inh,CAL PDZ FP-2
Cc1ccc(C2=NN(C(=O)CSc3nc4ncc(Cl)cc4[nH]3)C(c3ccco3)C2)cc1 (centres undefined),-23,-2,-1.2,1,-2.7,-13,23,0,-0.5,-1.6
O=c1[nH]c(-c2ccccn2)nc(C(F)(F)F)c1Br,-2,0,8.2,12,1.2,-16,2,1,3.2,0.1
O=C(N/N=C/c1ccco1)c1ccc(Br)o1,9,-4,-0.3,12,-1.9,0,-9,-3,1.1,-1.3
